PGC1a acetyl inh: PGC1a acetylation modulation, inhibitor mode. U2OS PGC1a acetylation, AlphaScreen anti-acetyl-lysine; with virally co-expressed GCN5 acetyltransferase. inhibition, % at 15.6 µM. hit rate 0.17% among 350,000. AID 651687;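 active means every replicate shows inhibition of at least 40%; inconclusive means mean inhibition at least 40% but some replicate below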;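 further: 0% = neutral control wells and 100% = positive control wells; some results beyond the cut were filed as inactive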
RAD52 anneal inh: RAD52 (human) annealing inhibition; recombinant RAD52 DNA annealing, FRET fluorescence; inhibition, % at 18.7 µM; hit rate 0.46% among 360,000;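 active means every replicate showing at least 50% inhibition; inconclusive means mean inhibition at least 50% but not in every replicate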
ERAP1 HTS inh: ERAP1 (human) enzyme inhibition; Q9NZ08; recombinant ERAP1, Leu-AMC fluorescence, 60 min; inhibition, % at 10.7 µM; hit rate 0.15% among 340,000;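 active means mean replicate inhibition of at least 30%, or all replicates individually reaching that 30% level; inactive means mean below 30% and not every replicate reaching it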;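 further: 0% = neutral control wells and 100% = L-leucinethiol positive control wells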
Target sequence (Q9NZ08 whole entry, looked up): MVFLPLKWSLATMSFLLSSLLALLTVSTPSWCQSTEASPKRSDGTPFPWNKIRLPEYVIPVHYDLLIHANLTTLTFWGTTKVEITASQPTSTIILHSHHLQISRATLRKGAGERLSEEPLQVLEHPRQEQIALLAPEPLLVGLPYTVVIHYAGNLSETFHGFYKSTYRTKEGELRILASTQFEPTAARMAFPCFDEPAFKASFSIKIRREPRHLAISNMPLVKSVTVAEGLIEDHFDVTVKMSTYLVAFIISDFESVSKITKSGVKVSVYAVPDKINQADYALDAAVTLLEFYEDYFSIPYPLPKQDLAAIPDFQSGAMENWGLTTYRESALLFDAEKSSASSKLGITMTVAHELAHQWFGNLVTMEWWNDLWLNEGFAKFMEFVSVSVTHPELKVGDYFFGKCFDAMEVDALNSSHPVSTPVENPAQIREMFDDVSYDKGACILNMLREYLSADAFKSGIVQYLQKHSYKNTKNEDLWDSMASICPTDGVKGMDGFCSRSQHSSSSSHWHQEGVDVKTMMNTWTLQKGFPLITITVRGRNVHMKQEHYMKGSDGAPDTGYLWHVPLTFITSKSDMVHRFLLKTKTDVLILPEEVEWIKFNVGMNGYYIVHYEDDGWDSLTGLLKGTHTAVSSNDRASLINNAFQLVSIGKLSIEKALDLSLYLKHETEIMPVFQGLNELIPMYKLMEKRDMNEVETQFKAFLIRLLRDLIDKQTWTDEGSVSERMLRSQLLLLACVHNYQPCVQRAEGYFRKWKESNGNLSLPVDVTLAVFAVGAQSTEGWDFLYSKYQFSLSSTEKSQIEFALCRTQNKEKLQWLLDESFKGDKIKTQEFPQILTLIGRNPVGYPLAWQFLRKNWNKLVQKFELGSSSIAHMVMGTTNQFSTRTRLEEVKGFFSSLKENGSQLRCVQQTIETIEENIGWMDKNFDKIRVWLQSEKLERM
The depositor's hits bear a star; u = inconclusive. An excerpt; rates above refer to the full screens.

SMILES	PGC1a acetyl inh	RAD52 anneal inh	ERAP1 HTS inh
CCOC(=O)c1c(C)[nH]c(C)c1C(=O)CSc1nc2ccccc2c(=O)n1-c1ccc(F)cc1	-17.1	0.6	2.3
Fc1ccc(NC(=S)N2CCc3ccccc3C2)c(F)c1	6.4	-16.2	-0.5
Cc1nnc(Nc2ccc(Cl)cc2)s1	-1.2	-6.7	-0.7
Cc1cccc(C)c1NC(=O)COn1nnc2ccc(C(F)(F)F)cc21	2.6	-7.1	-0.1
O=C(Cn1ccc(C(F)(F)F)n1)N=Nc1c(O)[nH]c2ccccc12	3.4	-6.4	-0.1
C[C@H](CO)N1C[C@H](C)[C@@H](CN(C)Cc2ccc(C(=O)O)cc2)Oc2ccc(NC(=O)c3ccncc3)cc2CC1=O	4.2	-5.4	-1.6
CCn1cc(C2C3=C(CC(C)(C)CC3=O)N(c3ccc(C)cc3)C3=C2C(=O)CC(C)(C)C3)c(C)n1	-5.2	-3.3	0.8
COC(=O)c1c(NC(C)=O)sc(C(=O)Nc2ccccc2OC)c1C	-4.7	-5.7	7.6
COc1ccc(F)c(CN2CCC(N3CCC(C(=O)N4CCOCC4)CC3)CC2)c1	-0.8	-52.0	-0.3
COc1ccc(NC(=O)CSc2cc(C(=O)c3nccn3C)c3ccccc3n2)cc1	1.9	-30.0	-4.1
CS(=O)(=O)N1CCc2cc(C(=O)N3CCCC3)ccc21	-3.6	-14.4	0.1
CN1CC(=O)N(CC(=O)Nc2cccc(S(=O)(=O)N3CCOCC3)c2)C1=O	8.2	-4.5	-1.7
Cc1ccc(NC(=O)CS(=O)CC(=O)N(C(C)C(=O)NC2CCCCC2)C(C)(C)C)cc1 (stereo not drawn)	0.3	-5.3	-0.1
CS(=O)c1ccccc1-c1nc(-c2ccc(Cl)cc2)no1 (stereo not drawn)	8.3	-12.1	1.0
Cc1cc(C)c(S(C)(=O)=O)c(N(C)N)n1	-1.1	-19.1	11.2
CCN(CC)C(=O)c1ccccc1NC(=O)c1ccccc1C	3.2	-115.0	-4.0
COCCCNC(=S)NCCNc1nc2cc(C)c(C)cc2cc1C#N	-5.4	-20.7	-4.0
Cc1noc(C)c1S(=O)(=O)N(C)C[C@H]1OCCCC[C@H](C)Oc2ccc(NS(=O)(=O)c3ccccc3)cc2C(=O)N([C@H](C)CO)C[C@H]1C	-6.2	-20.4	0.0
O=C(NCCO)/C(=C\c1ccc([N+](=O)[O-])o1)NC(=O)c1ccccc1	3.6	-20.5	2.9
CCOC(=O)CN1C(=O)S/C(=C/c2cccc([N+](=O)[O-])c2O)C1=O	3.3	-27.1	17.4
CCOC(=O)c1sc(=NC(=O)c2ccc(C)c(C)c2)n(C)c1C	0.9	-10.6	4.7
Cn1c(=O)c2c(nc(NN=C3CCCCC3)n2C)n(C)c1=O	-2.4	-1.2	-7.8
CC(=O)Nc1cccc(NC(=O)CS(=O)(=O)c2cn(CC(=O)N3CCOCC3)c3ccccc23)c1	3.7	0.9	-4.1
CNCc1cc(Br)c(OCC(=O)Nc2ccccc2OC)c(OC)c1	-11.4	1.7	9.1
O=C(CCNC(=O)c1ccco1)Nc1ccccc1N1CCOCC1	8.0	-10.0	-0.3
CC(C)c1ccc(NC(=S)NNC(=O)c2cccnc2)cc1	34.9	0.0	0.4
COC(C(=O)NNC(=O)CCc1ccccc1)c1ccccc1 (stereo not drawn)	4.7	-14.5	-5.4
Cc1ccc(S(=O)(=O)N(C)C[C@H]2OCCCC[C@@H](C)Oc3ccc(NC(=O)Nc4c(C)noc4C)cc3C(=O)N([C@H](C)CO)C[C@H]2C)cc1	8.5	6.2	0.8
Cc1cc(N2CC(C)OC(C)C2)nc(C(C)C)n1 (stereo not drawn)	4.4	-3.1	5.1
Cc1cc([N+](=O)[O-])nn1CC(=O)Nc1nc2ccccc2s1	0.1	6.3	1.9
COc1cc2nc(Cl)nc(N3CCOCC3)c2cc1OC	9.9	-14.4	-1.0
CCCNC(=O)CCc1c(C)nc2nc(C)nn2c1C	0.5	-5.7	1.0
CC(OC(=O)/C=C/c1cccs1)C(=O)Nc1ccc(C(N)=O)cc1 (stereo not drawn)	-2.0	-4.5	-4.9
COc1ccc(OC)c(-c2csc(N(CC3CCCO3)C(=O)C3CCCCC3)n2)c1 (stereo not drawn)	2.1	4.1	-0.6
Cc1cc(C(=O)Nc2c(F)c(F)c(F)c(F)c2F)n(-c2ccccc2)n1	-7.6	-11.1	1.5
CC(C)(C)NC(=O)CN(C(=O)CS(=O)CC(=O)Nc1ccc(F)cc1)c1ccc2c(c1)OCCO2 (stereo not drawn)	-5.3	-10.1	-0.9
CCOc1ccccc1C(=O)N[C@H](C(=O)Nc1ccc(OC)c(S(=O)(=O)N2CCOCC2)c1)C(C)C	0.5	-8.4	1.2
CCN(CC)CCN1C(=O)c2ccccc2NC1c1ccc(Br)cc1 (stereo not drawn)	-0.3	-0.4	-16.8
O=C(O)C1(S(=O)(=O)CCC(F)=C(F)F)CC1	0.0	-10.3	-3.0
O=[N+]([O-])c1ccc2c(c1)c(-c1ccccc1)nc1nncn12	1.6	-7.5	-2.7
Cc1ccc(S(=O)(=O)N(C)C)cc1NC(=O)c1sccc1Cl	-7.7	-15.8	0.8
O=C(Cc1ccc(Cl)cc1)Nc1ccc(C(=O)N2CCOCC2)cc1	-3.8	-23.1	0.4
N#C/C(=C/Nc1ccccc1C(=O)O)C(N)=O	7.2	12.7	-2.1
Nn1cnnc1N/N=C/c1ccc(Cl)c([N+](=O)[O-])c1	u	-6.5	1.8
CCOC(=O)c1cc(NC(=O)c2cccnc2)ccc1N1CCOCC1	1.8	-13.3	-4.0
COc1ccc(-n2nnc3c(=O)n(CC(=O)Nc4cc(C)on4)cnc32)cc1	5.3	-9.3	-1.4
CCCCC(=O)NNC(=S)NC(=O)C(c1ccccc1)c1ccccc1	-0.7	-11.7	7.4
O=C(Nc1cccnc1)c1cccc(S(=O)(=O)N2CCc3ccccc32)c1	-0.6	-6.1	-2.2
O=C(c1cc2ccccc2o1)N1CC=C(c2ccccc2)CC1	u	-33.9	1.9
S=C(NCCc1ccc(Cl)cc1)NCc1ccco1	-6.6	-17.8	8.6
O=C(N/N=C1\CCCc2ccccc21)c1ccccc1Cl	8.0	-9.9	0.0
Cc1ccc(CN2CCN(Cc3ccc(O)cc3)CC2CCO)o1 (stereo not drawn)	-4.9	-5.7	-1.2
Cc1ccc(C(=O)O/N=C/c2ccc(N(C)C)cc2)cc1	-1.4	-0.1	4.8
O=C(c1ccco1)N1CCc2ccccc21	-14.9	4.7	-3.4
Nc1nc(N2CCN(c3ccc(Cl)cc3)CC2)n[nH]1	-12.9	-19.1	-0.3
COc1cc(NC(=S)N2CCC(C(N)=O)CC2)c(OC)cc1Cl	4.5	-4.1	9.6
Cc1ccc(C(=O)NC2CCN(S(=O)(=O)c3ccc(C)cc3)CC2)cc1	3.9	-22.3	2.8
CC(=O)CSc1nnc(C(F)(F)F)n1C	7.5	-4.7	-0.5

Bioassay records as filed in PubChem BioAssay.
